Pol iota inh = DNA polymerase iota (human) inhibition; AID 588590; Q9UNA4; 390,000 compounds, 1% hits; Pol iota fluorescent replication assay, 10 min; Potency, µM (doses to about 115 µM), inactives show at the top dose activity, negative = inhibition, hits mostly inhibitors; also: potency is read from the fitted curve at half-maximal effect
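Pol iota at 10 nM preincubated 15 min with compounds at room temperature; reaction started with fluorescent substrate, 50 nM final. Fluorescence read kinetically at 0 and 10 min; buffer-only wells as negative control.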
APEX1 inh = APE1 (human) endonuclease inhibition. AID 2517. 350,000 compounds, 0.35% hits. P27695. recombinant APE1, TAMRA/BHQ-2 abasic DNA cleavage fluorescence. Potency, µM (series often up to 65.8 µM), for inactives: at the highest dose activity change, negative = inhibition, most hits filed as inhibitors;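 also: potency is read from the fitted curve at half-maximal effect; plate controls were vehicle for no effect and reference inhibitor for full effect; nearly all actives have a fitted effect of over 55% in size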
Target sequence (P27695 whole entry, looked up): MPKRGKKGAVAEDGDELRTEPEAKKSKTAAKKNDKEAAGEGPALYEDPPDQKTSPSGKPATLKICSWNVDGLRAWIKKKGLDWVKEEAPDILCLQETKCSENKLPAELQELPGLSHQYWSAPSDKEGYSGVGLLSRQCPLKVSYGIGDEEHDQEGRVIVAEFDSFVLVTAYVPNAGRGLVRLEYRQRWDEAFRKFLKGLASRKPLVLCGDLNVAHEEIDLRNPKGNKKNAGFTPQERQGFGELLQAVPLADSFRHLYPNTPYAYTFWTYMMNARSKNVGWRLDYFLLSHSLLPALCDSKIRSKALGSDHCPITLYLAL
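0.75 nM APE1 + cpd, 15 min RT; start w/ 50 nM TAMRA/BHQ-2 THF-abasic dsDNA; kinetic fluor 525/598 nm ×3 reads @60 s; Δ(read3−read1); normalized to DMSO and NSC13755 control wells.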
Pol beta inh = inhibitors of human DNA polymerase beta; 340,000 compounds, 1.3% hits; AID 485314; Potency, µM (series often up to 114 µM), inactives show at the top dose activity change, negative = inhibition, usual class: inhibitors; Pol beta primer extension/strand displacement, fluorescence kinetic; P06746; also: potency is read from the fitted curve at half-maximal effect; % is scaled to controls: 0 for no effect and ±100 for the full control effect
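Kinetic readout of DNA synthesis with strand displacement by Pol beta. Compound and 10 nM enzyme sit 15 min at room temperature; 50 nM substrate starts the reaction, read immediately and at 10 min.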
Anesthetic bind = binds horse apoferritin like a general anesthetic; P02791; apoferritin/1-aminoanthracene competitive binding, fluorescence; Potency, µM (doses to about 77.5 µM), without a hit: top-dose activity change, negative = displacement, actives largely listed as inhibitors; 350,000 compounds, 0.074% hits; also: potency is read from the fitted curve at half-maximal effect; % is scaled to controls: 0 for no effect and ±100 for the full control effect; nearly all actives have a fitted effect of over 20% in size
Target sequence (P02791 2-175 limits assumed): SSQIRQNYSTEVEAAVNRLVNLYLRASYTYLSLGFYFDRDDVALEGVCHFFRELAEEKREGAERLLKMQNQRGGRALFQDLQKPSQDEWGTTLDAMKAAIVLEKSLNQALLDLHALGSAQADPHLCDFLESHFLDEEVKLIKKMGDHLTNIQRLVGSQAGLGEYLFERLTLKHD
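Probe: 1-aminoanthracene (50% saturated, PBS). Protein: horse-spleen apoferritin, 10 uM. Incubation: 10 min, room temperature. Detection: 380 nm excitation, 535 nm emission. Analysis: normalized response, four-parameter Hill.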
POLH inh = DNA polymerase eta (human) inhibition | Q9Y253 | recombinant Pol eta, fluorescent DNA replication assay | Potency, µM (doses to about 114 µM), for the others: top-dose activity change, negative = inhibition, most hits filed as inhibitors | 390,000 compounds, 1.2% hits; also: potency is read from the fitted curve at half-maximal effect; % is scaled to controls: 0 for no effect and ±100 for the full control effect
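Pol eta at 10 nM preincubated with compounds 15 min at room temperature; reaction started with fluorescent substrate (50 nM final) and read kinetically at 0 and 10 min.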
POLK inh = DNA polymerase kappa (human) inhibition | Q9UBT6 | purified Pol kappa, fluorescent DNA synthesis assay, 10 min | Potency, µM (series often up to 107 µM), for inactives: at the top dose activity, negative = inhibition, most hits filed as inhibitors | 400,000 compounds, 0.53% hits; also: potency is read from the fitted curve at half-maximal effect; % is scaled to controls: 0 for no effect and ±100 for the full control effect
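Readout: fluorescence, taken kinetically at 0 and 10 min. Conditions: 10 nM Pol kappa, 15 min RT compound preincubation, 50 nM substrate final. Controls: enzyme-free buffer wells.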
PGK inhibitor = inhibitors of T. brucei phosphoglycerate kinase. P07378. AID 602233. 380,000 compounds, 0.043% hits. PGK/GAPDH coupled, Kinase-Glo luminescence, 60 min. Potency, µM (doses to about 57.5 µM), inactives show at the highest dose activity change, negative = inhibition, actives largely listed as inhibitors; also: potency is read from the fitted curve at half-maximal effect; % is scaled to controls: 0 for no effect and ±100 for the full control effect; nearly all actives have a fitted effect of over 60% in size
Target sequence (P07378 whole entry, looked up): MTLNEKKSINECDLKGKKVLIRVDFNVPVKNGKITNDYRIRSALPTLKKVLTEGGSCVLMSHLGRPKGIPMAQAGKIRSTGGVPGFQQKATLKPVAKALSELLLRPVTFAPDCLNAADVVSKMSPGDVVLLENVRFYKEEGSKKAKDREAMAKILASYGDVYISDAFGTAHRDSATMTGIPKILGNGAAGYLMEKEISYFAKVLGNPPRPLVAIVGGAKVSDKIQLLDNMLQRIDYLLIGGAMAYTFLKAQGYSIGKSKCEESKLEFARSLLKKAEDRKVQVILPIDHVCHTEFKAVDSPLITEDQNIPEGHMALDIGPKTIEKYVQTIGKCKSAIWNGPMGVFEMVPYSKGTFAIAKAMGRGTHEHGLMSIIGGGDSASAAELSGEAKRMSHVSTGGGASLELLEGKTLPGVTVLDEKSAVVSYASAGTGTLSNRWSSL
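Recombinant glycosomal PGK reaction used 1,3-bisphosphoglycerate generated in-well by GAPDH (100nM final) in 100mM TEA pH 7.6, 5mM MgCl2, 0.01% Tween-20. After 60 minutes at room temperature, ATP was read by Kinase-Glo Plus luminescence end-point.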
BLM inh = blocks DNA unwinding by human BLM helicase. 350,000 compounds, 0.2% hits. recombinant BLM DNA unwinding, fluorescence dequenching. AID 2528. P54132. Potency, µM (titrated, usually from 56.1 µM), for the others: at the highest dose activity change, negative = inhibition, usual class: inhibitors;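 also: potency is read from the fitted curve at half-maximal effect; plate controls were vehicle for no effect and no enzyme for full effect; nearly all actives have a fitted effect of over 35% in size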
RXFP1 antag = RXFP1 (human) relaxin receptor antagonism; Q9HBX9; activity change, negative = inhibition, % at 57.5 µM; HEK293-RXFP1, relaxin-stimulated cAMP HTRF, 30 min; stronger effect = lower value; 350,000 compounds, 0.59% hits;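 active = activity change of -60% or lower, but not beyond a set lower limit; inconclusive = change between -60% and -40%, or beyond the set limit; inactive = change above -40%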; also: % is scaled to controls: 0 for no effect and ±100 for the full control effect
An asterisk follows results filed as active; i = inactive; u = inconclusive; x = not tested or not shown; [ ] = dose if it differs, or a comment. Unless noted, calls follow the shape of the dose curve; as a rule, active = well fitted curve in the direction sought with a large enough effect; inconclusive = small, poorly fitted or top-dose-only effect, or another doubt; inactive = no such curve, though single readings can be large; an effect the other way counts as inactive or inconclusive. Not all compounds are listed; rates above refer to the full screens.

SMILES	Anesthetic bind	POLK inh	PGK inhibitor	Pol iota inh	APEX1 inh	Pol beta inh	POLH inh	RXFP1 antag	BLM inh
Fc1cccc(-c2oncc2-c2nnnn2-c2ccc(Cl)cc2)c1	-1%	2%	-8%	8%	1%	1%	-6%	4	-6%
O=C(COC(=O)c1ccc(Br)o1)Nc1nc2c(F)c(F)c(F)cc2s1	-6%	u	6%	-29%	0%	11µM*	56µM*	-13	-22%
COc1cc(OC)c(C(=O)Nc2cc(Cl)ccc2-n2cncn2)cc1OC	x	-5%	i	0%	-15%	x	-5%	-1	x
Cc1ccc(CNC(=O)N[C@@H](Cc2ccccc2)C(=O)O)cc1	3%	-7%	i	33%[activator]	28%	15%	-7%	x	-14%
CCc1cc2c3c(c(=O)oc2cc1OCC(=O)OC)CCCC3	u	-7%	-4%	17%	-1%	15%	-24%	2	-5%
CC1(C)CC(=O)C=C(NCc2cccc(C(F)(F)F)c2)C1	-7%	-13%	13%	58%[activator]	4%	3%	-17%	7	-3%
Cc1nnnn1CC(=O)Nc1cccc([N+](=O)[O-])c1	-3%	-1%	-2%	11%	-5%	16%	-17%	-15	0%
Cc1ccc(OCCSc2nnc(-c3ccncc3)n2C)cc1	-22%	4%	-1%	21%	0%	17%	-19%	3	-4%
O=C(O)c1ccc(NCc2cccnc2)c([N+](=O)[O-])c1	-6%	7%	-6%	-6%	6%	54%	-4%	-5	1%
CCOC(=O)Cc1csc(NC(=O)Cc2ccc(Br)cc2)n1	-10%	-16%	-9%	35%[activator]	-3%	0%	-18%	25	-1%
CCOc1ccccc1NC(=O)c1nc2nc(C)cc(C(F)F)n2n1	-7%	-6%[60.1 µM]	-4%	24%	x	-1%	-2%	-13	1%
Cc1onc(-c2c(Cl)cccc2Cl)c1C(=O)N1CCCCC1	0%	13%	-7%	32%[activator]	46%[activator]	8%	0%	-13	-4%
Cn1c(=O)[nH]c(=O)c2cc(C(=O)c3cc(F)ccc3O)cnc21	-2%	-6%	i	169%[activator]	-3%	13%	0%	-19	-1%
CC(=O)N1CCOCCOCCN(C(C)=O)CCOCCOCC1	0%	-3%	1%	78%[activator]	-1%	-12%	-6%	-19	3%
COc1ccc(Cl)cc1NC(=O)N1CCN(Cc2cc(=O)n3nc(-c4ccccc4)sc3n2)CC1	-16%	-5%[60.1 µM]	-3%	14%	x	-1%	-18%	x	0%
O=S(=O)(c1cccs1)N1CCN(CCOc2ccc(Cl)cc2)CC1	x	-1%	-5%	13%	29%	x	-13%	-7	x

Whole records from above.
Profile of Cc1onc(-c2c(Cl)cccc2Cl)c1C(=O)N1CCCCC1 → Anesthetic bind = 0%; POLK inh = 13%; PGK inhibitor = -7%; Pol iota inh = 32%[activator]; APEX1 inh = 46%[activator]; Pol beta inh = 8%; POLH inh = 0%; RXFP1 antag = -13; BLM inh = -4%
Profile of O=C(O)c1ccc(NCc2cccnc2)c([N+](=O)[O-])c1 → Anesthetic bind = -6%; POLK inh = 7%; PGK inhibitor = -6%; Pol iota inh = -6%; APEX1 inh = 6%; Pol beta inh = 54%; POLH inh = -4%; RXFP1 antag = -5; BLM inh = 1%

(list continues)
SMILES	Anesthetic bind	POLK inh	PGK inhibitor	Pol iota inh	APEX1 inh	Pol beta inh	POLH inh	RXFP1 antag	BLM inh
CCN1CCN(C(=O)CN(CC)S(=O)(=O)c2ccc3ccccc3c2)CC1	-6%	-21%	i	-16%	18%	94%	-5%	8	0%
COC(=O)c1cn(C)c2ccc(S(=O)(=O)N3CCCC3)cc2c1=O	-7%	-1%	i	2%	-3%	7%	6%	3	-2%
CCC(=O)Nc1c2c(nn1-c1ccc(OC)cc1)CSC2	-7%	1%	-15%	7%	62%[activator]	7%	-12%	-1	-2%
C/C(=N\Nc1cc(Cl)nc(C)n1)c1ccccc1	-11%	-9%	i	36%[activator]	-2%	3%	-13%	-4	-4%
COc1cccc(Nc2nc3ccccc3n3nnnc23)c1	40%[activator]	-5%	8%	8%	-7%	0%	8%	5	-2%
CN1/C(=C/C(=O)COC(=O)CN2C(=O)C3CC=CCC3C2=O)C(C)(C)c2ccccc21 (stereo not given)	x	-15%	3%	-20%	x	x	-11%	-5	x
COc1ccc(NC(=O)C2CCCN2S(=O)(=O)c2ccc3c(c2)CCCC(=O)N3)cc1Cl (stereo not given)	-9%	4%	-11%	33%[activator]	x	14%	-11%	x	2%
CC1=NN(c2ccc(C)cc2)C(=O)/C1=C\c1ccc(Br)s1	-10%	-14%	-6%	3.5µM*	6%	-16%	u	7	1%
O=C(N/N=C/C1C(c2ccccc2)C1(Cl)Cl)c1cccc(Cl)c1 (stereo not given)	u	-3%	-6%	u	11%	-10%	-16%	4	-13%
O=C(Nc1nnc(CSCc2ccc(F)cc2)s1)c1ccc([N+](=O)[O-])cc1	-12%	-8%	4%	106%[activator]	0%	-19%	-24%	-11	-6%
Cn1c(CC(=O)Nc2ccc(F)cc2)nnc1SCC(=O)Nc1nncs1	0%	-9%	-9%	-1%	-2%	25%	-13%	-3	0%
Cc1ccc(-c2nc(NC(=O)c3cc(C(C)(C)C)nn3C)sc2C)cc1Cl	8%	3%	i	150%[activator]	0%	2%	-9%	-1	-1%
COc1ccc(/C=C(/NC(=O)c2ccc(OC)cc2)C(=O)NCCc2c[nH]c3ccccc23)cc1	-10%	-4%	-11%	0%	2%	25%	u	0	-1%
CCN1CCN(c2ccc(NC(=O)c3ccc(Cl)c(N4CCCC4=O)c3)cc2)CC1	2%	-6%	-2%	15%	71%[activator]	-4%	-12%	-2	1%
CC(=O)NCCNc1nc2c(-c3ccc(C)cc3)nnn2c2ccccc12	-1%	1%	i	19%	x	1%	-10%	x	-14%
COc1ccc2cc(CNc3ccc(C)cc3)c(=O)n(CC(=O)Nc3ccc(C)cc3Cl)c2c1	-4%	8%	2%	0%	x	79%	0%	x	-2%
CCC(C)C(=O)Nc1cccc(SC)c1 (stereo not given)	u	x	x	x	-7%	11%	x	x	-5%
O=C(N/N=C/c1cccc2ccccc12)c1cccnc1	-4%	0%	-2%	0%	26%	3%	-8%	-5	1%
CN(C)c1ncc(C(=O)O)cn1	-7%	-7%	-8%	0%	1%	0%	-1%	4	-1%
O=C(C1CCN(Cc2ccc(F)cc2)CC1)N(CCc1ccccc1)Cc1ccccc1	1%	-18%	1%	2%	-3%	16%	u	-4	-2%
O=C(CC1C(=O)NCCN1CC1CCCCC1)NCc1ccc(F)cc1 (stereo not given)	-10%	1%	i	36%[activator]	-1%	-28%	-11%	13	-8%
COC(=O)c1ccc(NC(=O)CCN2C(=O)C3C4CCC(C4)C3C2=O)cc1 (stereo not given)	-5%	-7%	-6%	5%	23%	33%	-4%	-5	-8%
CC1(C)C2CCC1(CS(=O)(=O)N1CCCc3ccccc31)C(=O)C2 (stereo not given)	-13%	-8%	1%	-6%	-10%	1%	-12%	-2	0%
COc1cc2ncc(C(=O)c3ccccc3)c(N3CCN(Cc4ccccc4)CC3)c2cc1OC	-18%	-1%	i	23%	-7%	-24%	-27%	-24	-3%
OC(C#CCN1CCCC1)(c1ccccc1)c1cccnc1 (stereo not given)	1%	1%	-7%	49%[activator]	9%	34%	-19%	-7	-5%
CCOc1ncccc1C(=O)OCC(=O)N(CC(C)C)c1c(N)n(Cc2ccccc2)c(=O)[nH]c1=O	x	-2%	0%	26%	6%	x	-5%	-3	x
CS(=O)(=O)N(CC(=O)N1CCCC1)c1cc(C(F)(F)F)ccc1Cl	-4%	-1%	4%	145%[activator]	16%	27%	-6%	10	-5%
COC(=O)c1nn(-c2ccccc2)c(Sc2ccc(C)cc2)c1/C=N/O	u	-1%	-5%	3%	-2%	19%	-18%	-10	-3%
O=C(CN(C(=O)c1csnn1)c1cccc(Cl)c1)NC1CCCCC1	9%	-7%	-5%	73%[activator]	33%	-2%	-4%	15	-5%
CC(/C=C/C=C/c1ccccc1)=N/NC(=O)C(O)c1ccccc1 (stereo not given)	2%	5%	i	24%	-1%	-17%	-10%	5	-1%
CC(C)(C)C1CCC(N2CCN(c3ccccc3)CC2)CC1 (stereo not given)	-4%	-5%	-4%	-11%	-3%	-1%	-1%	-15	-7%
CCc1sc(NC(=O)CN2CCOCC2)nc1-c1ccccc1	-7%	-7%	x	6%	-2%	-3%	-17%	-3	-2%
COC(=O)c1sccc1NC(=O)c1ccc(OC)c([N+](=O)[O-])c1	-6%	-1%	-7%	94%[activator]	-7%	-27%	-2%	-4	-8%
COc1cccc(N2CCN(C(=O)Cn3nc(C)n4c(cc5c(OC)cccc54)c3=O)CC2)c1	-5%	10%	9%	5%	x	10%	-5%	-1	-5%
Nc1nnnn1CC(=O)N/N=C/c1cc([N+](=O)[O-])ccc1Cl	-7%	-5%	-8%	53%[activator]	-2%	5%	3%	-18	3%
CC(=O)N[C@@H](C)C(=O)N1CCN(S(=O)(=O)c2ccc(Cl)cc2)CC1	-4%	-8%	4%	96%[activator]	-1%	15%	-4%	-10	-4%
COc1ccc(OC)c(N/C=C/C(=O)c2ccc(OC)c(OC)c2)c1	-6%	-5%	-8%	76%[activator]	12%	9%	1%	12	-2%
CCn1c(SCC(=O)Nc2ccc(N3CCOCC3)c(Cl)c2)nnc1-c1ccc(N)cc1	-16%	-10%	9%	-2%	3%	3%	-1%	-18	-1%
CCCC(=O)c1ccc(N2CCOCC2)c(F)c1	-10%	-18%	-8%	-5%	-3%	16%	-10%	-6	1%
CC1CCN(C(=O)CSc2nc(-c3ccccc3)no2)CC1	-9%	-2%	0%	-16%	x	-23%	-19%	-7	-8%
Cc1ccc(CC2CC(=O)N(CC(=O)O)C2=O)cc1 (stereo not given)	-3%	1%	i	7%	3%	-2%	3%	-4	3%
O=C(O)CC/C(=N\NC(=O)c1ccc(F)cc1)c1ccc(Br)cc1	-3%	-19%	i	82%[activator]	13%	2%	11%	-2	1%
COc1ccc(S(=O)(=O)N2CCOC23CCN(S(=O)(=O)c2ccccc2)CC3)cc1	x	-3%	4%	116%[activator]	14%	x	-22%	-4	x
